HEK293 viab – counter-screen for SNCA expression inhibitors: cell viability; HEK-293-SNCA-luc viability, GF-AFC fluorescence, 24 h; Potency, µM (doses to about 57.1 µM), inactives show at the highest dose activity change, negative = cytotoxicity, hits mostly cytotoxic; hit rate 0.12% among 150,000;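 note: potency is the fitted concentration of half-maximal effect; 0% = DMSO-treated cells and -100% = medium-only wells without cells; nearly all actives have a fitted effect of over 30% in size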
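HEK-293-SNCA-luc cells (1500/well) plated 24 h, then exposed 24 h to a dilution series; GF-AFC added 30 min at 37C, fluorescence 405/540 nm; normalised to medium-only and DMSO wells, Hill fit.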
3T3 cytotox – kills NIH 3T3 cells | NIH 3T3 viability, CellTiter-Glo ATP luminescence, 48-72 h | Potency, µM (titrated, usually from 96.7 µM), without a hit: at the highest dose activity change, negative = cytotoxicity, most hits filed as inhibitors | hit rate 4.3% among 94,000; note: potency is the fitted concentration of half-maximal effect; nearly all actives have a fitted effect of over 55% in size
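Cytotoxicity is measured as loss of cellular ATP: NIH 3T3 cells (400/well) are exposed to compound for 48 or 72 hr at 37 °C, then CellTiter-Glo luminescence is imaged after 10 min at room temperature.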
IP6K1 inhibitor – blocks human inositol hexakisphosphate kinase 1. IP6K1 kinase, ADP-Glo luminescence, 2 h; active compounds read low. AID 1645851. hit rate 0.81% among 140,000. activity change, % (series mostly up to about 58 µM). Q92551; in the data active = activity change below about -25%
Target sequence (Q92551 whole entry, looked up): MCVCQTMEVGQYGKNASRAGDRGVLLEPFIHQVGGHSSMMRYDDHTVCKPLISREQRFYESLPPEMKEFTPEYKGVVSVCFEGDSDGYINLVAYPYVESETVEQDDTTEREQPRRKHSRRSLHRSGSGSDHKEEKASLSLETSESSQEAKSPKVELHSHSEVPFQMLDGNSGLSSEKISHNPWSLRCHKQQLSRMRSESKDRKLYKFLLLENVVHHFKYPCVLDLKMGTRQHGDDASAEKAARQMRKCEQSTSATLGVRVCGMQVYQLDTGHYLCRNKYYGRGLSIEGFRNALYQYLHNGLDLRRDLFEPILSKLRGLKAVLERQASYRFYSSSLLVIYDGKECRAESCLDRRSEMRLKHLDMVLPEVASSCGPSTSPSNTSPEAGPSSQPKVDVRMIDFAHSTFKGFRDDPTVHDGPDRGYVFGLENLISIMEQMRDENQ
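ADP-Glo luminescence measures ADP made by human IP6K1 during a 2 h RT reaction with ATP/IP6 (mix at 1.3 mM/130 uM); top library doses 57.5 and 19.1 uM final.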
SNCA expr inh – inhibitors of alpha-synuclein (SNCA) gene expression; HEK-293 SNCA-luciferase knock-in, luminescence, 24 h; hit rate 0.17% among 140,000; AID 1671194; Potency, µM (highest dose often 57.2 µM), inactives show at the highest dose activity change, negative = inhibition, hits mostly inhibitors;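 note: potency is the fitted concentration of half-maximal effect; plate controls were DMSO cells for no effect and cell-free wells for full effect; nearly all actives have a fitted effect of over 45% in size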
FLuc inh – Photinus pyralis luciferase inhibition; P08659; purified P. pyralis luciferase, luminescence, biochemical; Potency, µM (highest dose often 115 µM), without a hit: at the highest dose activity change, negative = inhibition, actives largely listed as inhibitors; hit rate 2.5% among 76,000; AID 1347043; note: potency is the fitted concentration of half-maximal effect; nearly all actives have a fitted effect of over 65% in size
Target sequence (P08659 whole entry, looked up): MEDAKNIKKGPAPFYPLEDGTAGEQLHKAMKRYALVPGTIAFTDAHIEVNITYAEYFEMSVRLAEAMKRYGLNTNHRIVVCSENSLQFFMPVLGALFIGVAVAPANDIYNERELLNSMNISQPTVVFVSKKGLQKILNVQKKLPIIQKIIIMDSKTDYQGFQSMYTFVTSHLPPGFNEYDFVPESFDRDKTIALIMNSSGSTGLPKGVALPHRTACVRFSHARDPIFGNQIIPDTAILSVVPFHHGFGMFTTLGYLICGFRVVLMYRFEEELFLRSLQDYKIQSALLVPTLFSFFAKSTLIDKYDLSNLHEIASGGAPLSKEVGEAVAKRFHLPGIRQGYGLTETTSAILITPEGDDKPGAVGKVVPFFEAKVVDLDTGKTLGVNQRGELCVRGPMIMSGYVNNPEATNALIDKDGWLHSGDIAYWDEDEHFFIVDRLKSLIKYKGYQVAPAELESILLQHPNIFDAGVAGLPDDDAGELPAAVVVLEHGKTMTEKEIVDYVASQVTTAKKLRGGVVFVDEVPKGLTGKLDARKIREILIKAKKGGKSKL
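Purified P. pyralis luciferase (10nM final) in 50mM Tris acetate pH 7.5, 10mM Mg acetate, 0.01% Tween-20, 0.05% BSA with 10uM D-luciferin and 10uM ATP. Compounds titrated qHTS. Luminescence imaged on CCD.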
HEK cytotox – kills HEK 293 cells; HEK 293 viability, ATP luminescence (CellTiter-Glo), 48-72 h; Potency, µM (doses to about 115 µM), for the others: at the highest dose activity change, negative = cytotoxicity, usual class: inhibitors; hit rate 6.6% among 94,000; AID 1345083; note: potency is the fitted concentration of half-maximal effect; nearly all actives have a fitted effect of over 60% in size
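HEK 293 cells seeded at 250 cells/well were exposed to compound for 48 or 72 hr at 37 degree Celsius. Viability taken as ATP content by CellTiter-Glo luminescence.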
GPT2 inhibitor – GPT2 alanine aminotransferase inhibition | Q8TD30 | Recombinant GPT2, coupled pyruvate oxidase/HRP Amplex Red fluorescence | Potency, µM (titrated, usually from 57.7 µM), for inactives: top-dose activity change, negative = inhibition, usual class: inhibitors | hit rate 0.25% among 100,000; note: potency is the fitted concentration of half-maximal effect; nearly all actives have a fitted effect of over 60% in size; many of its hits are not listed in these tables
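Inhibition is scored from Amplex Red fluorescence generated when pyruvate oxidase and HRP act on pyruvate released by GPT2. Reactions contain 10ng/uL enzyme, 250uM a-KG and 2mM L-alanine and run 30 min at room temperature.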
The depositor's hits bear a star; i = inactive; ? = inconclusive; · = no result given; [ ] = dose if it differs, or a comment. Unless noted, calls come from the whole dose curve; as a rule, active = well fitted curve in the direction sought with a large enough effect; inconclusive = small, poorly fitted or top-dose-only effect, or another doubt; inactive = no such curve, though single readings can be large; an effect the other way counts as inactive or inconclusive. Unless noted, % is set by controls: 0 for no effect and ±100 for the full control effect. Not all compounds are listed, so the mix of outcomes need not match the whole.

smiles,HEK293 viab,3T3 cytotox,IP6K1 inhibitor,SNCA expr inh,FLuc inh,HEK cytotox,GPT2 inhibitor
O=S(=O)(c1ccccc1)c1nc(-c2cccc(Cl)c2)oc1N1CCOCC1,-25.6%,·,7.1,-9.5%,·,·,·
Cc1ccc(N2C(=O)CCSC23C(=O)N(Cc2ccccc2)c2ccccc23)cc1 (centres undefined),-27.8%,·,1.2,-0.1%,·,·,·
Cc1ccccc1Cn1c(=O)n(Cc2ccc(Cl)cc2)c(=O)c2cccnc21,19.3%,·,42.6,-15.9%,·,·,·
O=C(c1ccc2c(c1)OCO2)N1CCC2(CC1)CN(c1ccncn1)CC2CO (centres undefined),-1.9%[12.5 µM],-7.9%,9.3,-14.1%,-0.6%,4.0%,i
OC1CN(Cc2ccccc2)CCN(Cc2ccc3[nH]ccc3c2)C1 (centres undefined),-5.2%,-28.6%,16.0,-3.7%,6.1%,?,-15.9%
O=C(NCc1cccc(Cl)c1)c1nc2cccnc2n(Cc2ccccc2)c1=O,0.0%,?,19.5,-22.4%,·,?,i
COc1ccc(-c2cccc(C(=O)N3CCC(NC(=O)c4ccccc4Cl)CC3)c2)nn1,·,-14.6%,0.0,·,·,?,·
CCOc1ccc(NC(=O)CCS(=O)(=O)c2ccc(Br)cc2)cc1,-16.4%,·,-11.4,-13.7%,·,·,·

Carrying on.
smiles,HEK293 viab,3T3 cytotox,IP6K1 inhibitor,SNCA expr inh,FLuc inh,HEK cytotox,GPT2 inhibitor
O=C(c1cnccn1)N1CCN(c2cc(-c3ccc(Cl)cc3)[nH]n2)CC1,4.8%,?,9.2,1.6%,-5.5%,?,-5.9%
Cc1cc(C2CC(C(=O)NCc3ccc4c(c3)OCO4)CN(C(=O)c3ccccc3)C2)ccc1F (centres undefined),-4.3%,?,11.2,-9.8%,-7.4%,?,-7.4%
NC1(C(=O)NCCC2CCCN(Cc3ccc4occc4c3)C2)CC1 (centres undefined),7.8%,-3.1%,-12.1,-22.1%,-2.9%,-18.9%,-9.9%
CC(=O)c1sc2c(c1C)c(=O)n(-c1ccc(Cl)cc1)c(=O)n2Cc1cc(=O)n2cc(Cl)ccc2n1,?,·,-4.8,-29.1%,·,·,·
Cc1ccc(C(=O)NC2CCN(c3ccc(F)cc3)C2=O)s1 (centres undefined),-7.7%,i,8.6,3.6%,-7.2%,4.5%,3.5%
CC(C)CN(C1CCOCC1)C1CN(S(=O)(=O)c2ccc(F)cc2)C1,-2.2%,?,-10.0,2.2%,3.5%,-25.7%,-6.7%
CCOc1ccc(NC(=O)c2ccc(Cn3ccn4nc5c(c4c3=O)CCCC5)cc2)cc1,-14.4%,-24.8%,8.6,-19.7%,-4.9%,?,i
Cc1nc(NCCn2nc(-c3ccccc3)ccc2=O)cc(C2CC(O)C2)n1 (centres undefined),-12.3%,-6.1%,-3.4,3.3%,0.3%,-1.4%,3.1%

A draw from above in order of number of heavy atoms, low to high:
smiles,HEK293 viab,3T3 cytotox,IP6K1 inhibitor,SNCA expr inh,FLuc inh,HEK cytotox,GPT2 inhibitor
NC1(C(=O)NCCC2CCCN(Cc3ccc4occc4c3)C2)CC1 (centres undefined),7.8%,-3.1%,-12.1,-22.1%,-2.9%,-18.9%,-9.9%
O=C(c1cnccn1)N1CCN(c2cc(-c3ccc(Cl)cc3)[nH]n2)CC1,4.8%,?,9.2,1.6%,-5.5%,?,-5.9%
Cc1nc(NCCn2nc(-c3ccccc3)ccc2=O)cc(C2CC(O)C2)n1 (centres undefined),-12.3%,-6.1%,-3.4,3.3%,0.3%,-1.4%,3.1%
O=C(NCc1cccc(Cl)c1)c1nc2cccnc2n(Cc2ccccc2)c1=O,0.0%,?,19.5,-22.4%,·,?,i

(further entries)
smiles,HEK293 viab,3T3 cytotox,IP6K1 inhibitor,SNCA expr inh,FLuc inh,HEK cytotox,GPT2 inhibitor
O=C(NCc1ccc(F)c(F)c1)c1ccc2nnc(-c3ccc(F)cc3)n2c1,-17.4%,?,14.2,20.8%,·,?,i
Cc1cc(NC(=O)Nc2nnc(N(C)C3CCCCC3)s2)ccc1Br,-12.2%,·,-4.9,4.1%,·,·,·
CC(C)NC(=O)N1CCC2(CC1)CC(N(C)Cc1ccccc1)CCO2 (centres undefined),7.6%,3.2%,-7.9,-28.1%,-0.4%,5.0%,i
COc1cc(/C=C(/C#N)c2nc(-c3cc4ccccc4oc3=O)cs2)ccc1O,10.2%,·,38.0,27.7%,·,·,·
CCOC(=O)C1(Cc2ccccc2C)CCCN(Cc2cnc(C)s2)C1 (centres undefined),-6.2%,-18.7%,27.5,-9.1%,-8.5%,?,-26.1%
CC1=C[C@@H](CNCc2ccccc2)[C@H](C(C)C)C[C@H]1Cc1nc2c(C)cccc2[nH]1,35.5µM*,28.2µM*,-8.6,?,12.8%[172 µM],25.1µM*,-2.3%[88.5 µM]
Cc1nc([C@H]2CCN(Cc3ccc(F)c(F)c3)C[C@H]2NC(=O)C2CC2)n[nH]1,-6.5%[12.5 µM],-8.6%,5.1,50.4%[activator],4.2%,-16.3%,i
CCSc1nnc2n(-c3cccc(C)c3)c(=O)c3c4c(sc3n12)CCCC4,?,·,12.9,-0.6%,·,·,·

(list continues)
smiles,HEK293 viab,3T3 cytotox,IP6K1 inhibitor,SNCA expr inh,FLuc inh,HEK cytotox,GPT2 inhibitor
Cc1ccc2cc(CN3CCC4(CC3)CC(O)CCO4)c(=O)[nH]c2c1 (centres undefined),-4.8%[12.5 µM],i,2.2,-22.6%,-0.9%,18.5%,i
c1ccc(CN2CCNc3cc(-c4ccoc4)ncc3C2)cc1,-16.2%[87.6 µM],?,-2.9,-3.9%[87.6 µM],?,?,0.1%[88.5 µM]
CN(c1ccccc1)S(=O)(=O)c1nnc(NC(=O)c2cccs2)s1,-13.8%,·,-0.2,-5.3%,·,·,·
c1ccc(CNC[C@H]2Cn3cc(-c4ccccc4)nc3CO2)cc1,0.6%[87.6 µM],?,-2.9,84.9%[activator][87.6 µM],63.1µM*,-21.2%[172 µM],-4.4%[88.5 µM]
CN(Cc1nc(-c2ccccc2)no1)C(=O)c1cccc(C2CCNC2)c1 (centres undefined),?,?,8.3,13.6%,-8.4%,?,-4.3%
CN(CC[C@H]1CN(C(=O)NC2CCCCC2)CC[C@H]1CC(=O)O)c1ccccc1,-4.9%[87.6 µM],?,-12.8,34.0%[activator][87.6 µM],-2.5%[172 µM],-9.5%[172 µM],i
Cc1ccc(S(=O)(=O)N(CC(O)Cn2c3ccccc3c3ccccc32)c2cccc(C(=O)N(C)C)c2)cc1 (centres undefined),-14.7%,·,22.7,?,·,·,·
O=C1COc2ccc(-c3cn[nH]c3)nc2CN1Cc1ccc(C(F)(F)F)cc1,-17.5%[87.6 µM],10µM*,-18.3,-5.0%[87.6 µM],1.1%[172 µM],?,0.2%[88.5 µM]

Remaining list, next part
smiles,HEK293 viab,3T3 cytotox,IP6K1 inhibitor,SNCA expr inh,FLuc inh,HEK cytotox,GPT2 inhibitor
CO[C@H]1C(=O)N(C(C)C)[C@H]1C1CCN(S(=O)(=O)c2cccnc2)CC1,5.0%,-6.1%,19.3,18.1%,-3.8%,0.2%,1.1%
CCc1noc(CC2CCOC3(CCN(S(=O)(=O)c4ccc(C(C)C)cc4)CC3)C2)n1 (centres undefined),-6.8%,?,-1.2,-5.7%,1.4%,?,-9.8%
Cc1cc2nc(-c3ccc(NC(=O)c4cc5ccccc5o4)cc3)oc2cc1C,22.3%,·,23.0,132.1%[activator],·,·,·
COc1cccc(CNC(=O)C2CN(c3ccc(F)cc3)C(=O)N2)c1 (centres undefined),0.5%,-19.3%,4.7,1.7%,-7.6%,-9.0%,?
CN1CCC(NC[C@H]2O[C@@H]3C[C@@H](CC(=O)N4CCOCC4)O[C@@H]3[C@@H]2O)CC1,-2.8%[87.6 µM],-3.8%[174 µM],-1.2,51.9%[activator][87.6 µM],-7.1%[172 µM],-4.4%[172 µM],-6.3%[88.5 µM]
COc1ccc(C2Cn3nnc(C(=O)N4CCC(C(=O)NCc5cccc(F)c5)CC4)c3CO2)cc1 (centres undefined),-8.7%,?,0.0,6.3%,?,-5.7%,0.6%
COc1cccc(CN2C(=O)OC3(CCN(Cc4ccc(F)cc4)CC3)C2(C)c2cccnc2)c1 (centres undefined),-18.4%,?,-1.0,?,7.1%,?,2.0%
COc1ccc(CNC(=O)C[C@@H]2O[C@H](CNC(=O)NC(C)C)[C@@H](O)[C@H]2O)cc1,-0.8%[87.6 µM],0.3%[174 µM],22.0,-17.9%[87.6 µM],-0.9%[172 µM],1.6%[172 µM],-4.8%[88.5 µM]

(more compounds)
smiles,HEK293 viab,3T3 cytotox,IP6K1 inhibitor,SNCA expr inh,FLuc inh,HEK cytotox,GPT2 inhibitor
COc1ccc(Cn2c(CO)cnc2SCc2cccc(C)c2)cc1,5.9%,·,-9.7,3.6%,·,·,·
COc1ccc(OC2CN([S+](=O)([O-])c3cccc(OC)c3)C2)cc1,18.5%,-8.1%,-7.0,-3.9%,·,-3.4%,i
COc1cc(C(O)C(CO)Oc2ccc(CCCO[C@@H]3O[C@@H](C)[C@H](O)[C@@H](O)[C@H]3O)cc2OC)ccc1O (some centres undefined),-11.8%[23.9 µM],·,17.0,·,·,·,i
CC(C)CCN1CCC(Oc2ncccc2C(N)=O)CC1,-8.4%,4.1%,9.6,19.1%,-1.1%,2.2%,i
Cc1ccc(N2CC(C(=O)Nc3ccc(Br)cc3)CC2=O)cc1 (centres undefined),7.2%,·,-1.0,4.2%,·,·,·
Cc1ccc(C(=O)N2C[C@@H](F)C[C@H]2C(=O)N2CCCCC2)cc1F,-2.0%,i,1.2,8.6%,-0.4%,4.1%,3.4%
CC(=O)c1cc(CN2C[C@H]3CC[C@@H]2CN(S(=O)(=O)N(C)C)C3)n(C)c1,-1.8%,-9.9%,0.0,5.4%,1.2%,-0.4%,-2.2%
COc1ccc(CCNS(=O)(=O)c2cc(-c3cc(C)no3)ccc2C)cc1OC,13.7%,·,-2.7,55.6%[activator],·,·,·

(listing goes on)
smiles,HEK293 viab,3T3 cytotox,IP6K1 inhibitor,SNCA expr inh,FLuc inh,HEK cytotox,GPT2 inhibitor
CC(C)CCN1CCC(N2CCN(C(=O)c3ccc(Cl)s3)CC2)C1=O (centres undefined),-3.2%,-8.7%,13.1,-20.5%,-6.2%,?,-1.5%
COc1cc(OC)c(C(=O)N2CCOCC(CO)C2)cc1OC (centres undefined),4.2%,-0.5%,-7.5,3.5%,2.6%,-5.3%,3.3%[11.5 µM]
O[C@@H]1CC(CNCc2cccc(Cl)c2)(COc2ccccc2)C[C@@H]1O (some centres undefined),6.6%[87.6 µM],?,-4.6,?,-9.1%[172 µM],100µM*,-10.1%[88.5 µM]
O=c1n(Cc2ccccc2)nc2n1CCN(S(=O)(=O)c1cnc[nH]1)CC2,-5.2%,2.3%,-2.4,0.0%,2.2%,-1.7%,i
COc1cc(Nc2nc(SCC(=O)c3ccc(Cl)c(Cl)c3)nc3ccccc23)cc(OC)c1,-17.1%,·,-2.7,?,·,·,·

Compound activity (PubChem)
